# HTR5A inv ag: inverse agonist of human HTR5A in OPRM1-OPRD1 counter-screen. HTR5A cell line, luminescence, inverse agonism. inhibition, % at 9.3 µM. hit rate 0.083% among 340,000. AID 504634; in the data active = inhibition mostly above about 23%, no sharp cut-off; inactive = mostly below about 18%;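 also: 0% = cells with DMSO and 100% = no-cell wells with DMSO; some compounds called inactive have numbers as strong as hits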
# V-ATPase pHluor: alters yeast V-ATPase proton transport; response, % at 10 µM; AID 504577; S. cerevisiae, pHLuorin cytosolic pH fluorescence; hit rate 0.37% among 350,000; in the data active = response mostly above about 7.3%, no sharp cut-off; inactive = mostly below about 5.4%; also: actives read high; inactives centre near 0; some compounds called inactive have numbers as strong as hits; reference of the scale not given here
# PKA-R2B act: PKA-R2B complex activation. AID 504700. hit rate 0.079% among 340,000. P22694+P31323. PKA-R2B holoenzyme dissociation, Cy5-IP20 fluorescence polarization; R2B truncated from residue 108, S112A mutant; 0% DMSO only, 100% 113 µM cGMP. activation, % at 11.4 µM;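 active = activation above a cutoff set at the mean over all compounds plus 3 SD, cut at about 18% in these data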;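 also: higher means more holoenzyme dissociation and a rise in polarization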
# MOR-DOR ag: agonists of human mu-delta opioid receptor heterodimerization. P35372+P41143. cells, OPRM1-OPRD1 heterodimerization, luminescence. activation, % at 9.3 µM. hit rate 0.3% among 340,000. AID 504326; in the data active = activation above about 18%;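 also: 0% = vehicle-treated cells and 100% = reference agonist; values of inactives mirror those of a sister screen read the other way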
# Arrestin-AP2 inh: inhibitors of human beta-arrestin and AP2 interaction | FITC-arrestin peptide / GST-AP2 beads, flow cytometry; AP2 beta2 appendage carries R879A mutation | inhibition, % at 10 µM | hit rate 0.31% among 340,000 | AID 504490;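 active = inhibition above a set limit, near 3 SD of compounds lacking own fluorescence, cut at about 54% in these data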;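 also: plate controls were DMSO wells for no effect and 5 µM unlabelled arrestin peptide for full effect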
#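 Material – GST-tagged AP2 beta2-adaptin appendage (R879A) on 4 µm glutathione beads · Probe or stimulus – fluorescein-tagged arrestin peptide at 50 nM final · Timing – 12 min plus 1 h, RT · Detection – bead flow cytometry, FITC channel · Read-out basis – inhibition as reduced fluorescein signal on beads, percent · Medium – PBS plus Tween 20 (0.05%) and BSA (0.1%)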
# PKA-R1A activ: PKA-R1A complex activation. hit rate 0.083% among 340,000. P00514+P68181. activation, % at 11.4 µM. PKA-R1A dissociation, Cy5-IP20 fluorescence polarization; scaled: DMSO 0%, 113 µM cGMP 100%;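 active = percent activation above the mean of all tested compounds plus 3 SD, cut at about 19% in these data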;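 also: higher means more PKAc released from R1A so a rise in polarization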
# Pemphigus Ab inh: inhibitors of pemphigus antibody binding to human desmoglein-3. P32926. DSG3-coupled beads, scFv-anti-DSG3-GFP binding, flow cytometry; hits give low values. binding (percent of control), % at 10 µM. hit rate 0.48% among 310,000. AID 588358;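 active = binding more than 3 SD below its plate's average and above zero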;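 also: hits lower antibody fragment binding to DSG3; some compounds called inactive have numbers as strong as hits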
# Target sequence (P32926 whole entry, looked up, the tested form may be a part): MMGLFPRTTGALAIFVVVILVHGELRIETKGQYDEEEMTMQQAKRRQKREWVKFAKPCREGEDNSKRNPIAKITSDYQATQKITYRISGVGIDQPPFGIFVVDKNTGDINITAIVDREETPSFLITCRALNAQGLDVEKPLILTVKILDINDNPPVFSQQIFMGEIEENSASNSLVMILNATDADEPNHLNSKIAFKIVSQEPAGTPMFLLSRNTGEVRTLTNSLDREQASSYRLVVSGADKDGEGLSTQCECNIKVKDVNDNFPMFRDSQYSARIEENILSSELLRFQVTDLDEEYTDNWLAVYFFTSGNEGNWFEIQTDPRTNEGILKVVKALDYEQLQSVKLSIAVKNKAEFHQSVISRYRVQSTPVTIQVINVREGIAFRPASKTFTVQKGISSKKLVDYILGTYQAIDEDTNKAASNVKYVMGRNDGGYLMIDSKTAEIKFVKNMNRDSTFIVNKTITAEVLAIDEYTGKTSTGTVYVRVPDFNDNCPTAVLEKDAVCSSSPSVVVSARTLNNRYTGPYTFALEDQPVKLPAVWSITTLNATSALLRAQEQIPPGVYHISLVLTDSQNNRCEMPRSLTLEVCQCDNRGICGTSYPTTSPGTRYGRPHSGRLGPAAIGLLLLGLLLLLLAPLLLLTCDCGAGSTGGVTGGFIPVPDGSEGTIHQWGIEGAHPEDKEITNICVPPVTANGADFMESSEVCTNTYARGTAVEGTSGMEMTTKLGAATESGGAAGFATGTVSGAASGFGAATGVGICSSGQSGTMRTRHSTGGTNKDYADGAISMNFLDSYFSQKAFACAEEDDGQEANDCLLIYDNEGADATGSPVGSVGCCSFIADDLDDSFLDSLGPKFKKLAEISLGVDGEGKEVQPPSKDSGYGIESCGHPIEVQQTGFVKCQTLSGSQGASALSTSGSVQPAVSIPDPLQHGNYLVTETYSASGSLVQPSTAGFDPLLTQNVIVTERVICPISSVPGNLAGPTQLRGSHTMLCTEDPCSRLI
# DAGLB inh: diacylglycerol lipase beta (human) inhibition; Q8NCG7; HEK293T DAGLB membrane lysate, EnzChek fluorogenic substrate; inhibition, % at 5.17 µM; hit rate 0.059% among 340,000; in the data active = inhibition above about 34%;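 also: 0% = enzyme with vehicle and 100% = wells lacking enzyme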
# HTR5A ag ctr: HTR5A agonism, opioid heterodimer counter-screen. P47898. HTR5A agonist assay, luminescence, cell-based. activation, % at 9.3 µM. hit rate 0.61% among 340,000; in the data active = activation mostly above about 9.5%, no sharp cut-off; inactive = mostly below about 7.6%;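 also: 0% = cells with vehicle only and 100% = reference agonist; strong numbers were not always called active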
# MOR-DOR inv ag: mu-delta opioid heterodimer inverse agonism. inhibition, % at 9.3 µM. cell-based MOR-DOR heterodimer luminescence. hit rate 0.21% among 340,000. P35372+P41143; in the data active = inhibition above about 22%, passing the limit was not always enough;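 also: 0% = cells with DMSO and 100% = wells without cells with DMSO; values of inactives mirror those of a sister screen read the other way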
# Starred values were filed as active, the others as inactive; nt = not tested or not shown.
SMILES,HTR5A inv ag,V-ATPase pHluor,PKA-R2B act,MOR-DOR ag,Arrestin-AP2 inh,PKA-R1A activ,Pemphigus Ab inh,DAGLB inh,HTR5A ag ctr,MOR-DOR inv ag
O[C@@H]1C2CCCC1[C@]1(O)CCCCC1C2 (stereo partly specified),-46.9,-0.8,-7.6,-3.8,6.8,-14.4,99.3,-1.1,18.7*,16.1
COc1ccc(-c2nc(N)nc(C(F)(F)F)c2-c2cscn2)c(O)c1,2.4,-0.9,-6.7,0.0,-5.9,-9.6,87.7,1.7,-1.1,0.1
CCOC(=O)c1c(C)[nH]c(C(=O)OCC(=O)Nc2cccnc2Cl)c1C,-1.9,1.7,-2.7,-0.5,8.5,0.8,97.8,1.3,0.7,2.6
Cc1ccc(C(=O)Nc2ccc(N3CCCCC3)cc2)cc1,-11.8,9.9*,-1.4,7.0,28.5,-6.5,97.8,-4.0,1.5,-40.5
CCOC(=O)CCNC(=O)N1CCCC(C(=O)c2ccccc2SC)C1 (stereo unspecified),20.7,0.6,-9.0,-1.1,10.8,-2.9,88.4,-2.0,-1.4,5.4
Cc1cnc(NC(=O)C2COc3ccccc3O2)s1 (stereo unspecified),-1.6,1.9,-3.3,-1.7,-0.7,-1.1,114.3,-3.4,-1.0,9.6
CCOc1ccccc1N1CCN(S(=O)(=O)c2cccc3nsnc23)CC1,7.2,-4.2,8.3,1.8,-2.8,-0.9,97.2,0.7,-1.1,-10.4
COCCn1cnc2c1c(=O)n(CC(=O)NN)c(=O)n2Cc1ccccc1,0.8,-2.6,-12.2,-2.9,-1.2,-8.8,92.4,-0.3,-0.2,16.6
Cc1cc([N+](=O)[O-])c2ccccc2c1NS(=O)(=O)c1ccccc1,-3.3,4.2,-19.9,-5.3,-9.6,0.5,93.7,-1.8,0.9,23.0
O=C(C1=C[C@@H](c2ccc(C(F)(F)F)cc2)C[C@@H](OCCCCO)O1)N1CCN(Cc2ccc3c(c2)OCO3)CC1,4.5,-1.1,-4.4,-0.6,8.4,-3.9,97.4,-2.7,3.7,3.3
OC(CN1CCOCC1)Cn1c(-c2cccc(Cl)c2)nc2ccccc21 (stereo unspecified),9.7,-2.6,-5.8,-2.6,12.3,-7.5,102.5,-0.2,-0.8,13.4
O=S(=O)(Nc1ccc(-c2nc3cccnc3s2)cc1)c1ccc(Cl)s1,-10.2,-1.5,16.8,-0.5,-0.4,-5.7,102.4,5.2,8.1,2.8
Cc1ccc(C(=O)N/N=C/c2sc(=O)n(Cc3cccc(C(=O)O)c3)c2Cl)cc1,-10.6,1.4,6.5,0.2,-0.5,5.3,100.1,3.8,0.2,-1.4
O=C(COC(=O)COc1ccc(Cl)cc1)NC1CCS(=O)(=O)C1 (stereo unspecified),5.6,0.0,-10.3,-3.7,-3.8,-11.7,106.8,0.0,-2.2,14.8
O=C(Cc1cccc(NC(=O)C2CCN(C(=O)C3CCCCC3)CC2)c1)Nc1cccc(C(=O)N2CCCCC2)c1,2.6,1.1,3.7,-1.6,26.4,-1.4,100.6,-2.6,-0.7,7.2
Cc1ccc(S(=O)(=O)CCC(=O)OCc2ccccc2)cc1,-3.3,-3.2,-7.0,-2.8,-2.9,6.9,85.0,-3.5,-4.4,17.5
CCN(C(=O)COC(=O)CCC(=O)c1cccs1)c1c(N)n(Cc2ccccc2)c(=O)[nH]c1=O,8.2,-0.8,1.4,-0.7,-3.5,0.8,110.4,-0.1,0.1,4.7
Cc1ccc(N(Cc2ccccc2O)C(=O)c2ccccc2F)cc1,7.2,11.2,6.5,3.0,49.7,1.4,96.8,-4.7,2.3,-14.8
COc1cc(C(=O)Nc2nnc(C3=COCCO3)o2)cc(OC)c1OC,-7.1,0.9,9.8,-4.8,-6.7,3.3,97.6,1.0,2.9,24.6
Cn1c(SCC(=O)NC(C)(C)C)nnc1-c1cnccn1,-15.3,-1.5,-6.2,-1.6,23.0,-2.8,107.4,-1.8,4.3,8.4
COc1cc2cnc(CCO[C@H]3CCCCO3)cc2cc1OC,-12.9,3.0,-6.9,-1.1,4.2,-4.0,101.8,-1.3,11.2,6.0
O=S(=O)(NCC(c1cccnc1)N1CCN(Cc2ccccc2)CC1)c1ccccc1 (stereo unspecified),4.1,-1.9,0.3,-2.1,7.1,7.9,108.7,-3.0,-2.8,12.2
COc1ccc(CNC(=O)CC23CC4CC(CC(C4)C2)C3)cc1,18.0,0.3,7.5,0.5,20.5,-10.3,113.9,-2.9,-7.4,-2.6
O=S(=O)(NCCC1=CCCCC1)c1cccc(S(=O)(=O)N2CCOCC2)c1,-21.9,-1.9,-9.4,0.5,5.8,-9.3,100.7,1.4,-5.8,-2.6
CCOC(=O)c1cnc2cc(C)nn2c1-c1ccccc1,-8.4,4.7,-0.8,-0.2,-1.5,-11.4,100.9,-0.2,1.3,1.0
# Next part
SMILES,HTR5A inv ag,V-ATPase pHluor,PKA-R2B act,MOR-DOR ag,Arrestin-AP2 inh,PKA-R1A activ,Pemphigus Ab inh,DAGLB inh,HTR5A ag ctr,MOR-DOR inv ag
CCCS(=O)(=O)c1ncc(Cl)c(C(=O)Nc2ccc(S(=O)(=O)Nc3ncccn3)cc2)n1,3.4,-0.6,-4.2,-0.5,-1.9,0.5,98.3,2.5,0.9,2.9
O=C(CS(=O)(=O)c1ccccc1)N(CCCN1CCOCC1)c1nc2c(F)cccc2s1,1.2,-2.9,1.9,-3.6,12.2,-17.1,114.1,0.6,-0.5,19.6
CC1=NC(C(F)(F)F)(C(F)(F)F)C(C#N)=C(C)N1,0.8,3.5,-0.5,0.8,28.4,-13.1,100.1,2.6,-0.3,-4.5
Oc1ccc(Br)cc1C=Nc1ccc2[nH]ncc2c1,2.0,-0.6,1.3,4.0,37.9,-3.0,97.6,8.2,-0.3,-21.8
C/C(=N\NC(=O)c1ccccc1)c1cccc(Br)c1,2.0,0.2,7.6,-2.9,-0.7,9.8,102.1,0.1,-0.8,14.8
Cc1ccc(NC(=O)CSCc2ccc(F)cc2)cc1,-10.2,1.5,10.1,1.6,-0.4,5.5,87.9,-9.4,-0.1,-10.7
O=C(NCCn1ccc2ccccc21)C1CCCCC1,-12.7,-2.5,-10.3,0.4,0.9,-6.4,99.3,0.1,-0.6,-2.1
CCOC(=O)c1c(NC(=O)c2ccc(-n3cnnn3)cc2)sc2c1CCCC2,3.8,-2.4,-5.4,-1.0,-1.6,-6.9,122.4,-0.3,2.0,5.2
CCOC(=O)c1nn(-c2c(C)n(C)n(-c3ccccc3)c2=O)cc1O,-2.1,-5.6,11.6,-1.1,0.0,-5.0,106.0,-1.9,0.8,6.1
O=C(C1=C[C@H](c2csc3ccccc23)C[C@H](OCc2ccc(CO)cc2)O1)N1CCN(Cc2ccc3c(c2)OCO3)CC1,16.8,0.7,0.5,-2.9,6.4,-5.2,106.2,-1.3,-0.1,15.8
CC(C)(C)NC(=O)C(=O)NNC(=O)c1ccc(C(C)(C)C)cc1,-0.1,3.3,5.2,-1.6,12.8,-0.1,105.6,1.9,1.4,8.3
Cc1ccc(S(=O)(=O)NCCCN2CCCC2)cc1,5.4,0.4,-3.8,-1.5,2.3,7.6,106.0,0.8,-1.4,7.2
Cc1cc(-c2nnc(SCC(=O)Nc3nccs3)o2)no1,5.5,1.9,-2.7,0.7,7.2,-12.2,98.4,1.7,-1.9,-3.8
Cc1cccn2c(=O)c3cc(S(=O)(=O)c4ccc(Br)cc4)c(=N)n(C4CCCCC4)c3nc12,0.2,-1.2,-4.2,-3.1,3.6,10.4,100.7,1.2,2.5,15.2
Cc1ccc(C(=O)COC(=O)C2CC(=O)N(c3nc(-c4ccccc4)cs3)C2)cc1C (stereo unspecified),6.5,1.3,-12.1,-0.2,-3.9,-6.8,nt,-5.7,1.3,0.8
CC(C)C(NC(=O)c1c(F)cccc1F)C(=O)N1CCN(c2ccccc2F)CC1 (stereo unspecified),-37.8,-1.5,-0.7,-1.2,-9.2,9.4,113.4,-2.9,6.4,6.4
CCOc1ccccc1NC(=O)Cn1c(C)cc(COC)c(C#N)c1=O,1.2,3.2,5.6,-0.2,-5.3,-1.9,101.9,-1.3,0.8,1.5
CSc1ccccc1NC(=S)NC1CCCCC1,33.8,-0.2,-5.7,0.6,5.7,-2.4,nt,0.4,2.3,-2.8
CCOC(=O)C1CCN(C(=O)CCNC(=O)Cn2cnc3ccccc3c2=O)CC1,-3.4,-0.6,3.4,-2.1,-1.6,1.8,nt,-2.1,-0.6,13.0
Cc1c(Cl)cccc1NC(=O)Nc1cc(C(C)(C)C)nn1C,-27.8,-3.0,-0.8,0.8,2.7,3.3,97.2,-0.6,-0.6,-4.0
COc1ccccc1N1CCN(C(C)C(=O)Nc2ccc(S(=O)(=O)N3CCOCC3)cc2)CC1 (stereo unspecified),-4.8,-7.6,5.6,-2.0,-8.3,8.8,96.6,-0.4,1.9,9.3
CCC(C(=O)OCC(=O)N1C(C)CCCC1C)c1ccccc1 (stereo unspecified),2.1,284.3*,6.0,-4.4,-8.7,1.8,nt,-2.5,-0.6,20.1
COCCN(Cc1cccs1)S(=O)(=O)c1ccc(-c2ccc(=O)[nH]n2)s1,-6.9,-2.5,0.1,-0.3,41.6,0.4,96.7,1.5,0.0,1.5
Cn1cc(CN2CCCC(C(=O)Nc3cccc(-c4cc5ccccc5[nH]4)c3)C2)cn1 (stereo unspecified),-8.0,4.1,-7.4,2.0,4.0,-14.9,nt,1.9,2.2,-11.5
CCOc1ccccc1NC(=O)Cn1[nH]c(=O)c2ccccc2c1=O,-10.9,2.1,2.1,2.5,-22.7,-20.7,110.8,-4.5,4.4,-12.0
O=C(NCCCn1ccnc1)C(F)(F)C(F)(F)C(=O)NCCCn1ccnc1,-31.2,-0.1,1.4,-1.2,-0.8,0.1,nt,0.1,11.9,6.9
COc1ccccc1NC(=O)Nc1ccncc1,5.2,8.0,-5.0,1.9,-6.8,-12.6,101.7,-1.2,-2.1,-10.2

# Some of these compounds in order of heavy-atom count, ascending:
SMILES,HTR5A inv ag,V-ATPase pHluor,PKA-R2B act,MOR-DOR ag,Arrestin-AP2 inh,PKA-R1A activ,Pemphigus Ab inh,DAGLB inh,HTR5A ag ctr,MOR-DOR inv ag
CSc1ccccc1NC(=S)NC1CCCCC1,33.8,-0.2,-5.7,0.6,5.7,-2.4,nt,0.4,2.3,-2.8
Cc1cccn2c(=O)c3cc(S(=O)(=O)c4ccc(Br)cc4)c(=N)n(C4CCCCC4)c3nc12,0.2,-1.2,-4.2,-3.1,3.6,10.4,100.7,1.2,2.5,15.2
COc1ccccc1N1CCN(C(C)C(=O)Nc2ccc(S(=O)(=O)N3CCOCC3)cc2)CC1 (stereo unspecified),-4.8,-7.6,5.6,-2.0,-8.3,8.8,96.6,-0.4,1.9,9.3
